G9a inh = G9a (human) methyltransferase inhibition; Q96KQ7; G9a H3K9 monomethylation, AlphaScreen, 2 h; Potency, µM (highest dose often 102 µM), without a hit: at the highest dose activity, negative = inhibition, actives largely listed as inhibitors; 350,000 compounds, 8.8% hits; AID 504332; further: on the % scale 0 is the no-effect control and ±100 the full control effect; nearly all actives have a fitted effect of over 75% in size
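Enzyme 20 nM + cpd, 15 min RT; add b-H3K9 pep 500 nM / SAM 20 uM; 2 h RT; anti-H3K9me1 Ab 0.5 ug/mL + SA donor / anti-rabbit acceptor beads 20 ug/mL each, 10 min; AlphaScreen read.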
BAZ2B inh = blocks human BAZ2B. Q9UIF8. AlphaScreen BAZ2B-H3K14Ac peptide displacement. Potency, µM (titrated, usually from 114 µM), for inactives: at the top dose activity change, negative = inhibition, hits mostly inhibitors. 360,000 compounds, 4.4% hits. AID 504333; further: on the % scale 0 is the no-effect control and ±100 the full control effect; nearly all actives have a fitted effect of over 60% in size
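AlphaScreen displacement: compounds (up to 110uM) incubated 30 min at room temperature with a preformed 50 nM BAZ2B/50 nM biotinylated H3K14Ac peptide complex in PBS pH 7.4 with Tween-20. Donor and acceptor beads at 10 ug/mL final added, 20 min light-protected before reading.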
POLH inh = blocks human DNA polymerase eta activity; Q9Y253; 390,000 compounds, 1.2% hits; recombinant Pol eta, fluorescent DNA replication assay; Potency, µM (doses to about 114 µM), for inactives: top-dose activity change, negative = inhibition, usual class: inhibitors; further: on the % scale 0 is the no-effect control and ±100 the full control effect
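Fluorescent replication assay: 50 nM final substrate added after a 15 min room-temperature compound preincubation with 10 nM enzyme. Signal taken at 0 min and again at 10 min.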
POLI inh = DNA polymerase iota (human) inhibition | Q9UNA4 | Pol iota fluorescent replication assay, 10 min | Potency, µM (highest dose often 115 µM), without a hit: at the top dose activity, negative = inhibition, usual class: inhibitors | 390,000 compounds, 1% hits | AID 588590
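Fluorescent replication assay read twice, at 0 min and 10 min after adding 50 nM (final) substrate. Enzyme (10 nM) and compounds were first incubated 15 min at room temperature; enzyme-free buffer wells were negative controls.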
BLM inh = Bloom syndrome helicase (human) inhibition; P54132; recombinant BLM DNA unwinding, fluorescence dequenching; Potency, µM (highest dose often 56.1 µM), for the others: at the highest dose activity change, negative = inhibition, actives largely listed as inhibitors; 350,000 compounds, 0.2% hits;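 further: plate controls were vehicle for no effect and no enzyme for full effect; nearly all actives have a fitted effect of over 35% in size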
JMJD2A Tudor = inhibitors of human JMJD2A Tudor domain. AlphaScreen JMJD2A-Tudor / H3K4me3 peptide binding. Potency, µM (series often up to 114 µM), for the others: at the highest dose activity change, negative = inhibition, hits mostly inhibitors. AID 504339. 390,000 compounds, 4.4% hits. O75164; further: on the % scale 0 is the no-effect control and ±100 the full control effect; nearly all actives have a fitted effect of over 50% in size
Target sequence (O75164 whole entry, looked up, the tested form may be a part): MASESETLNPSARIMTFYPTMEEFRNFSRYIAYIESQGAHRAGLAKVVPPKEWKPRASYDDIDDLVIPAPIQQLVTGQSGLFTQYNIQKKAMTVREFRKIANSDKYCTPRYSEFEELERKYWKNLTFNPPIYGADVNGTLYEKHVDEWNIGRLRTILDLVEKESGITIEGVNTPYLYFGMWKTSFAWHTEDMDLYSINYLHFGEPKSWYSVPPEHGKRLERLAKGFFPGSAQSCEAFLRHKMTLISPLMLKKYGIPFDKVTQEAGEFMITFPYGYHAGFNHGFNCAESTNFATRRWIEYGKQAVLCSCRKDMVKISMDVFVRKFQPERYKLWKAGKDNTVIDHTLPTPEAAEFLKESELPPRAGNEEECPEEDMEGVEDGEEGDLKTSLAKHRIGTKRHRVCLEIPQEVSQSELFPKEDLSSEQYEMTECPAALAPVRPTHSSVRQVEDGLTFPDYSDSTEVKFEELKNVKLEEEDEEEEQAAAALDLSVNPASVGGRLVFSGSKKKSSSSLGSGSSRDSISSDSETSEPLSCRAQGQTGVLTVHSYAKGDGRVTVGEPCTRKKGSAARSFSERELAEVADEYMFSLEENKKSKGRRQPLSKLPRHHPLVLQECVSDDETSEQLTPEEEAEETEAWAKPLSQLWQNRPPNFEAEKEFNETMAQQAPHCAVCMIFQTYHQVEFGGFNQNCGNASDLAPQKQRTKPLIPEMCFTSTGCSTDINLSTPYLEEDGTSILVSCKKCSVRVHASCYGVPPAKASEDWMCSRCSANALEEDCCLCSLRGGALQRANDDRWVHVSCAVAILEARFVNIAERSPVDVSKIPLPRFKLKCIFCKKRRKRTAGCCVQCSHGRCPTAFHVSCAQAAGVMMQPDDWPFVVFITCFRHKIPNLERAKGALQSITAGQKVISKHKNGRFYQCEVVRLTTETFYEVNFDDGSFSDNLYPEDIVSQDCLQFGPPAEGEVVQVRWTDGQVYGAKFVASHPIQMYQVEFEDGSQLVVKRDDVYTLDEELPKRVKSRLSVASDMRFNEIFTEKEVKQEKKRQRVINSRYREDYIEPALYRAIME
POLK inh = DNA polymerase kappa (human) inhibition; purified Pol kappa, fluorescent DNA synthesis assay, 10 min; 400,000 compounds, 0.53% hits; Potency, µM (highest dose often 107 µM), without a hit: at the top dose activity, negative = inhibition, actives largely listed as inhibitors; further: on the % scale 0 is the no-effect control and ±100 the full control effect
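10 nM Pol kappa preincubated 15 min at room temperature with compounds, then reaction started with substrate at 50 nM final. Fluorescence read kinetically at 0 and 10 min; buffer-only wells served as negative control.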
APEX1 inh = APE1 (human) endonuclease inhibition. Potency, µM (titrated, usually from 65.8 µM), for the others: top-dose activity change, negative = inhibition, actives largely listed as inhibitors. P27695. recombinant APE1, TAMRA/BHQ-2 abasic DNA cleavage fluorescence. 350,000 compounds, 0.35% hits;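 further: plate controls were vehicle for no effect and reference inhibitor for full effect; nearly all actives have a fitted effect of over 55% in size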
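Step 1: APE1 (0.75 nM) with compound, 15 min RT. Step 2: add 50 nM fluorophore/quencher THF duplex. Step 3: three fluorescence reads 60 s apart (525/598 nm); read 3 minus read 1 = reaction progress.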
Pol beta inh = inhibitors of human DNA polymerase beta; P06746; Pol beta primer extension/strand displacement, fluorescence kinetic; Potency, µM (top dose mostly 114 µM), for the others: at the top dose activity change, negative = inhibition, actives largely listed as inhibitors; 340,000 compounds, 1.3% hits; AID 485314; further: on the % scale 0 is the no-effect control and ±100 the full control effect
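Human Pol beta at 10 nM; strand-displacement substrate 50 nM final. Compound exposure 15 min at room temperature before start, reaction 10 min at room temperature.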
* hit, by the source's call; ? = inconclusive; nt = not tested or not shown; & = joins results of further samples; [ ] = another dose, or the depositor's remark. The call rests on the fitted dose curve; in most records, active means well fitted curve in the direction sought with a large enough effect; inconclusive means small, poorly fitted or top-dose-only effect, or another doubt; inactive means no such curve, though single readings can be large; an effect the other way counts as inactive or inconclusive. Potency means the concentration at half of the fitted maximal effect. Some of the compounds tested. The share of hits here may be higher or lower than overall.

No. | compound | G9a inh | BAZ2B inh | POLH inh | POLI inh | BLM inh | JMJD2A Tudor | POLK inh | APEX1 inh | Pol beta inh
1 | O=C(NCCc1nc2ccccc2n1Cc1ccccc1F)c1ccc(F)cc1 | 2%[59 µM] | -8% | -7% | ? | -5% | -5% | -1% | nt | ?
2 | COc1ccccc1CNC(=O)Cn1nnnc1CN(C)C(C)C | 21% | 11% | -7% | 8% | 4% | -1% | -19% | 16% | 13%
3 | Cc1ccc(C(=O)O)cc1NCc1ccncc1 | nt | -4% | 1% | 120%[activator] | -6% | -13% | 3% | 12% | 13%
4 | N#Cc1ccc(N=c2ssnc2Cl)cc1 | ? | 35µM* | -9%&-1% | ? | 2% | 22µM* | -2%&-18% | 10%&-9% | 17%
5 | O=C(O)c1ccc(S(=O)(=O)NC2CCCc3ccccc32)cc1 (stereo not given) | 0%[12.7 µM] | 6% | -6% | -7% | -1% | 13% | -3% | 7% | 29%
6 | COC(=O)[C@@]1(C)[C@H]2C(=O)N(C)C(=O)[C@H]2[C@H]2CN=C(SC)N21 | nt | nt | -12% | 17% | nt | -19% | 15% | 38% | nt
7 | CN(C)/C=N/S(=O)(=O)c1ccc(Cl)c(Cl)c1 | 11% | -10% | -21% | 32%[activator] | -8% | -10% | 7% | 3% | 0%
8 | C/C(=N\NC(=O)c1ccc([N+](=O)[O-])c(C)c1)c1ccccc1Cl | 17% | -8% | -5% | -1% | 2% | -22% | -2% | 4% | 15%
9 | CCN(CC)CCNC(=O)C1CCCCN1S(=O)(=O)c1cccc([N+](=O)[O-])c1 (stereo not given) | 2%[59 µM] | -19% | -6% | 75%[activator] | -2% | -10% | 5% | 1% | -16%
10 | CC(C)NC(=O)c1ccc(COCC(F)(F)C(F)F)cc1 | -49%[59 µM] | 48%[activator] | -8% | 5% | 0% | -6% | -10% | ? | -8%
11 | COc1ccc(-c2nnc3ccc(SC(C(C)=O)C(C)=O)nn23)cc1OC | 2.2µM* | nt | -11% | ? | -4% | 20µM* | -4% | 1% | -2%
12 | c1cnc(N2CC[N+]3(CCCC3)CC2)nc1 | 0% | -6% | 5% | 7% | 4% | 0% | -13% | 0% | 33%[activator]
13 | CCOc1ccc2oc(C(=O)N(C)CCc3ccc(OC)c(OC)c3)c(C)c2c1 | 5%[12.7 µM] | -28% | -8% | 14% | nt | -20% | -6% | 6% | nt
14 | Cc1c(C(=O)N2CCN(c3ccccn3)CC2)oc2c(F)cccc12 | nt | -2% | -14% | ? | 0% | -33% | -9% | -14% | -11%
15 | O=C(CSc1ncn[nH]1)N/N=C/c1ccc(Br)cc1 | 31% | -13% | -19% | -10% | 1% | 8% | -1% | 45%[activator] | -2%
16 | O=C(NCCOc1ccc(F)cc1)C1CCC(=O)N(CCc2ccccn2)C1 (stereo not given) | 6% | -7% | -17% | 23% | -2% | -3% | -1% | 24% | 7%
17 | CCc1ccc2c(COC(=O)C3CSC4(C)CCC(=O)N34)cc(=O)oc2c1 (stereo not given) | -11%[12.7 µM] | -7% | -10% | -13% | nt | -9% | -7% | 26% | nt
18 | CCOC(=O)NC(Nc1cc(C)on1)(C(F)(F)F)C(F)(F)F | -5% | 10% | -2% | 10% | 1% | 1% | -6% | 10% | 12%
19 | COC(=O)Nc1cc([N+](=O)[O-])ccc1OC | 5%[59 µM] | 7% | -17% | 5% | 2% | -7% | -11% | 4% | 37%
20 | COc1ccc(CCN(Cc2cc3cc(C)c(C)cc3nc2Cl)C(=O)C2CC2)cc1 | 10%[59 µM] | -1% | 7% | 4% | 3% | -6% | -2% | -3% | 8%
21 | CCn1c(C)c(C(C)=O)c(NCc2ccccc2)nc1=S | -1%[12.7 µM] | -2% | -8% | 23% | -4% | -19% | 6% | 8% | 35%
22 | CC(C)N1CCN(S(=O)(=O)c2ccccc2)c2ccccc21 | nt | nt | -16% | ? | nt | ? | -11% | nt | nt
23 | CCc1ccc(S(=O)(=O)c2nnn3c2nc(NCCNC(C)=O)c2ccccc23)cc1 | ? | -11% | -1% | 69%[activator] | -4% | -5% | -12% | 14% | 28%
24 | Cc1ccc(OCCCC(=O)NNC(=O)c2ccccn2)cc1 | nt | nt | -17% | 10% | nt | -12% | -6% | -10% | nt

Entries of single compounds as entered above:
Cc1ccc(OCCCC(=O)NNC(=O)c2ccccn2)cc1 as listed: G9a inh: nt; BAZ2B inh: nt; POLH inh: -17%; POLI inh: 10%; BLM inh: nt; JMJD2A Tudor: -12%; POLK inh: -6%; APEX1 inh: -10%; Pol beta inh: nt
CCc1ccc(S(=O)(=O)c2nnn3c2nc(NCCNC(C)=O)c2ccccc23)cc1 as listed: G9a inh: ?; BAZ2B inh: -11%; POLH inh: -1%; POLI inh: 69%[activator]; BLM inh: -4%; JMJD2A Tudor: -5%; POLK inh: -12%; APEX1 inh: 14%; Pol beta inh: 28%

(listing goes on)
No. | compound | G9a inh | BAZ2B inh | POLH inh | POLI inh | BLM inh | JMJD2A Tudor | POLK inh | APEX1 inh | Pol beta inh
25 | O=C(NCc1n[nH]c(=S)n1-c1ccc(Br)cc1)c1ccc(S(=O)(=O)N2CCOCC2)cc1 | 3.2µM* | -5% | -12% | -13% | 4% | ? | 4% | -11% | -17%
26 | O=C(O)CCC(=O)N1N=C(c2c(-c3ccccc3)c3cc(Cl)ccc3[nH]c2=O)CC1c1ccco1 (stereo not given) | 2%[59 µM] | -8% | -15% | 14% | -1% | -5% | -7% | 1% | -1%
27 | CCc1ccc(-c2cc(C(=O)NN3CCN(C)CC3)c3ccccc3n2)cc1 | 17%[59 µM] | -5% | -21% | 25% | -2% | -24% | -3% | 3% | 19%
28 | FC(F)(F)c1cc(-c2ccccc2)nc(N2CCOCC2)n1 | 130%[activator] | 144%[activator] | -10% | 28% | -6% | 133%[activator] | 0% | -4% | -3%
29 | Cc1cccc2c1NC(=O)C2=Nc1ccc(Cl)cc1 | 12% | -4% | -4% | -8% | -7% | -7% | -8% | -4% | -2%
30 | O=C(Nc1ccc(S(=O)(=O)N2CCCCC2)cc1)C1CC(=O)N(Cc2ccccc2)C1 (stereo not given) | ? | -10% | -17% | -4% | nt | -14% | -9% | 35% | nt
31 | CCOc1cc(C2c3c(n[nH]c3C)C(=O)N2c2ccc(C)cc2)ccc1O (stereo not given) | 8%[12.7 µM] | 10% | -8% | 8% | -3% | -2% | -11% | 2% | 4%
32 | COc1cccc(CN2C(=O)C3(SCC(=O)N3c3ccc(F)cc3)c3ccccc32)c1 (stereo not given) | -32%[59 µM] | -22% | -16% | -23% | -6% | -24% | -4% | nt | 2%
33 | O=C1c2ccc(Br)cc2C(=O)N1c1ccc(Cc2ccncc2)cc1 | ? | -36% | -8% | 60%[activator] | -8% | ? | 0% | -4% | -1%
34 | CCc1ccc(-c2nc(CS(=O)CC(=O)NCc3cccnc3)c(C)o2)cc1 (stereo not given) | -13%[12.7 µM] | -1% | -8% | 8% | -3% | -20% | -6% | -1% | 13%
35 | CSc1ccc(C2NN=C(c3ccccc3)S2)cc1 (stereo not given) | nt | nt | -14% | 28% | nt | -32% | -6% | nt | nt
36 | COc1ccc(Br)cc1C1Sc2ccccc2NC2=C1C(=O)c1ccccc12 (stereo not given) | -6%[59 µM] | nt | -14% | 17% | -2% | -8% | 9% | nt | 17%
37 | COc1cccc(CNC(=O)C(=O)NCC(c2ccco2)S(=O)(=O)c2ccccc2)c1 (stereo not given) | 3%[59 µM] | -5% | -4% | -8% | -1% | -18% | -15%[60.1 µM] | nt | 0%
38 | Cn1c(=O)c2c(nc(SCC(=O)Nc3ccccc3)n2C)n(C)c1=O | 19%[59 µM] | -6% | -23% | 30% | 2% | -3% | 14% | 9% | 0%
39 | Cc1csc(=O)n1CC(=O)OCC(=O)Nc1cc(S(=O)(=O)N2CCOCC2)ccc1Cl | -23% | 8% | -10% | 29% | nt | -5% | 2% | 18% | nt
40 | Cc1ccc2[nH]c(=O)c(C(c3nnnn3CC3CCCO3)N3CCOCC3)cc2c1 (stereo not given) | 6%[59 µM] | 19% | -8% | 11% | 1% | -5% | -2% | 3% | -8%
41 | Cc1sc2ncn(CC(=O)N(C)c3cccc(C(F)(F)F)c3)c(=O)c2c1S(=O)(=O)N1CCN(c2ncccn2)CC1 | -33%[59 µM] | -10% | -16% | ? | -9% | -13% | -31% | nt | -1%
42 | CCc1cccc(NC(=O)c2sc3nc4n(c(=O)c3c2C)CCC4)c1 | 21% | -18% | 6% | 2% | -1% | -1% | -11% | 22% | 1%
43 | CCCCN1C(=O)C(=O)N(CC(=O)c2ccc[nH]2)C1=O | 5%[2.33 µM] | 0% | -17% | 29% | nt | -5% | -10% | 0% | nt
44 | COCCCNC(=O)C1CCN(C(=O)c2cc3sccc3n2Cc2ccc(F)cc2)CC1 | 4% | 2% | -16% | 15% | 1% | -12% | -7% | 5% | 3%
45 | COc1ccc2nc(NC3=NCN(CC4CCCO4)CN3)nc(C)c2c1 (stereo not given) | ? | -3% | nt | nt | 74%[activator] | nt | nt | 0% | -7%
46 | O=C(COC(=O)c1cccc(-n2cnnn2)c1)c1ccc(F)cc1 | 2% | -5% | -16% | 20% | nt | 3% | -2% | -8% | nt

Compounds from the list above with an NH in an aromatic ring:
No. | compound | G9a inh | BAZ2B inh | POLH inh | POLI inh | BLM inh | JMJD2A Tudor | POLK inh | APEX1 inh | Pol beta inh
15 | O=C(CSc1ncn[nH]1)N/N=C/c1ccc(Br)cc1 | 31% | -13% | -19% | -10% | 1% | 8% | -1% | 45%[activator] | -2%
25 | O=C(NCc1n[nH]c(=S)n1-c1ccc(Br)cc1)c1ccc(S(=O)(=O)N2CCOCC2)cc1 | 3.2µM* | -5% | -12% | -13% | 4% | ? | 4% | -11% | -17%
26 | O=C(O)CCC(=O)N1N=C(c2c(-c3ccccc3)c3cc(Cl)ccc3[nH]c2=O)CC1c1ccco1 (stereo not given) | 2%[59 µM] | -8% | -15% | 14% | -1% | -5% | -7% | 1% | -1%
31 | CCOc1cc(C2c3c(n[nH]c3C)C(=O)N2c2ccc(C)cc2)ccc1O (stereo not given) | 8%[12.7 µM] | 10% | -8% | 8% | -3% | -2% | -11% | 2% | 4%
40 | Cc1ccc2[nH]c(=O)c(C(c3nnnn3CC3CCCO3)N3CCOCC3)cc2c1 (stereo not given) | 6%[59 µM] | 19% | -8% | 11% | 1% | -5% | -2% | 3% | -8%
43 | CCCCN1C(=O)C(=O)N(CC(=O)c2ccc[nH]2)C1=O | 5%[2.33 µM] | 0% | -17% | 29% | nt | -5% | -10% | 0% | nt

From PubChem
